Screens from PubChem BioAssay.
hIAP block: human IAP inhibitors, primary screen, biochemical, luminescence, uHTS | Intestinal-type alkaline phosphatase (Homo sapiens), P09923 | purified IAP, CDP-Star luminescence, 30 min | inhibition, % at 10 µM | hit rate 0.12% among 330,000 | AID 2544, 2010;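 active = inhibition reaching a set limit with compound at 10 µM in the primary screen, cut at about 35% in these data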;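 note: plate controls were DMSO wells with enzyme for no effect and no-enzyme buffer wells for full effect; values of inactives mirror those of a sister screen read the other way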
Target sequence (P09923 whole entry, looked up): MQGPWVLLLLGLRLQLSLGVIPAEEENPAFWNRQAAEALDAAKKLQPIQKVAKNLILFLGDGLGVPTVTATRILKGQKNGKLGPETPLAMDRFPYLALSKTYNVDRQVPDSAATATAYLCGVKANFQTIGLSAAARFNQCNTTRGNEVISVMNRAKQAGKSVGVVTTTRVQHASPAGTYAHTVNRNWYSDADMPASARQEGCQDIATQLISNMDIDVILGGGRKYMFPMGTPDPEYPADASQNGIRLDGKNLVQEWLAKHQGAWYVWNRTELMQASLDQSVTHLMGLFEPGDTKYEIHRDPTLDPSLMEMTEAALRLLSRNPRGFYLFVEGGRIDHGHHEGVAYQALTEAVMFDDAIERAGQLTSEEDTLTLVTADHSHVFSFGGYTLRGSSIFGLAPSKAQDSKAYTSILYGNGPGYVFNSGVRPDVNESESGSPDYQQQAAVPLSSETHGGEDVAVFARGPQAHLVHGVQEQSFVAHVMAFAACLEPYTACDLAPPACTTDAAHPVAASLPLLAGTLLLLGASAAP
mIAP act: activators of mouse IAP, primary screen, biochemical, luminescence, uHTS. muIAP, CDP-Star luminescence, 30 min; active compounds read high; 1 = vehicle-only enzyme signal, 0 = enzyme-free wells. intestinal alkaline phosphatase [Mus musculus]. hit rate 0.24% among 330,000. activation factor at 10 µM;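 active = activation factor of at least 2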; note: the source names both 10 and 20 µM as test concentration; values of inactives mirror those of a sister screen read the other way
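System: mouse IAP enzyme. Reagent: CDP-Star chemiluminescent phosphatase substrate. Benchmarks: DMSO wells, no-enzyme wells. Times: 30 min enzyme-substrate-compound incubation at room temperature. Detection: luminescence from enzymatic CDP-Star hydrolysis. Doses: test compounds delivered from DMSO solution.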
NALP3 yeast inh: NALP3 inflammasome inhibitors in reconstituted yeast, primary screen, luminescence, uHTS | hit rate 0.39% among 330,000 | Yeast reconstituted NLRP3/ASC/caspase-1, beta-gal luminescence, 24 h | inhibition, % at 10 µM;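 active = inhibition of 50% or more; inactive = inhibition below 50%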;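 note: plate controls were induced DMSO wells for no effect and uninduced yeast grown without galactose for full effect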
A3G deaminase: APOBEC3G DNA deaminase inhibitors, primary screen, biochemical, fluorescence, single-stranded DNA substrate, uHTS | recombinant A3G, ssDNA deamination FAM/TAMRA fluorescence | hit rate 0.28% among 330,000 | inhibition, % at 20 µM;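 active = inhibition of at least 40% at 20 µM, with no more than 30% in the related APOBEC3A deaminase screen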;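 note: plate controls were DMSO wells with A3G for no effect and wells lacking A3G enzyme for full effect; some compounds called inactive have numbers as strong as hits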
Target sequence (Q9HC16 whole entry, looked up): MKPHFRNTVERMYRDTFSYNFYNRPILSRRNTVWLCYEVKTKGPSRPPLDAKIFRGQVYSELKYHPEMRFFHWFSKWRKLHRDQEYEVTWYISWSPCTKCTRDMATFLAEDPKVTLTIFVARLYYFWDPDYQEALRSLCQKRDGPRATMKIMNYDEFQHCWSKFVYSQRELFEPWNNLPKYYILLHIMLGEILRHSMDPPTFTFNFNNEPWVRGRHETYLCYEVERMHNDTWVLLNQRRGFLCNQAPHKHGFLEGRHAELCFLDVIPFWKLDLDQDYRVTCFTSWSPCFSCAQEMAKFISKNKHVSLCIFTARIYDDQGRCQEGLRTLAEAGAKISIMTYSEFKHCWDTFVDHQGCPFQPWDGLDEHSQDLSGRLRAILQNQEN
TIM10 inh: growth inhibitors of isogenic TIM10 control yeast, primary screen, counter-screen for tim10-1 yeast inhibitor project, luminescence, uHTS | S. cerevisiae TIM10 strain growth, BacTiter-Glo luminescence, 24 h | inhibition, % at 10 µM | hit rate 1.4% among 330,000 | AID 463195, 2010;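 active = inhibition of 40% or more at the single tested concentration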;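 note: wild-type TIM10 isogenic control strain grown at permissive 25 °C; 0% = DMSO yeast wells and 100% = minimal medium wells without yeast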
mIAP block: inhibitors of mouse IAP, primary screen, biochemical, luminescence, uHTS; intestinal alkaline phosphatase [Mus musculus]; purified mouse IAP, CDP-Star luminescence, 30 min; inhibition, % at 10 µM; hit rate 0.2% among 330,000;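 active = inhibition of at least 40% at 10 µM in the primary screen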;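 note: plate controls were DMSO with enzyme for no effect and no enzyme wells for full effect; values of inactives mirror those of a sister screen read the other way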
MIN6 prolif: inducers of MIN6 beta-cell proliferation, primary screen, ATP luminescence, uHTS; proliferation, % at 10 µM; hit rate 0.29% among 330,000; MIN6 cells proliferation, ATPlite luminescence, 48 h; cells starved in 0.2% serum; 100% = growth in 10% serum;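 active = compounds whose signal lies at least 3.5 SD above the mean of all wells on their plate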;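 note: 0% = DMSO-treated cells in low-serum medium and 100% = 10% serum control; some compounds called inactive have numbers as strong as hits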
APOBEC3A inh: APOBEC3A ssDNA deaminase inhibitors, primary screen, selectivity assay for APOBEC3G inhibitor project, biochemical, FAM/TAMRA oligo cleavage fluorescence. inhibition, % at 20 µM. recombinant A3A, FAM/TAMRA ssDNA deamination fluorescence. DNA dC->dU-editing enzyme APOBEC-3A (Homo sapiens), P31941. hit rate 0.41% among 330,000;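 active = at least 40% inhibition at 20 µM here, with at most 30% in a related deaminase screen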;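 note: plate controls were A3A with DMSO for no effect and wells lacking A3A enzyme for full effect; some results filed as inactive read as strong as hits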
Target sequence (P31941 whole entry, looked up): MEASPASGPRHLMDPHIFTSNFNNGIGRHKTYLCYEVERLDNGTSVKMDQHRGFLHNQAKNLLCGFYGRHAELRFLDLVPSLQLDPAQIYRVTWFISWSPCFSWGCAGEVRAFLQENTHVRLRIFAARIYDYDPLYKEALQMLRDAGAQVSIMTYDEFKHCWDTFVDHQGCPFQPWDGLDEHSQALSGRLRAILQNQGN
tim10-1 inh: growth inhibitors of tim10-1 mutant yeast, primary screen, luminescence, uHTS | S. cerevisiae tim10-1 ts strain growth, BacTiter-Glo, 24 h | inhibition, % at 20 µM | hit rate 2.2% among 330,000;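 active = inhibition of at least 40%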;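 note: mutant grown at 25 °C; 0% = DMSO wells with yeast and 100% = wells holding no yeast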
* hit, by the source's call. The order is random. Share with any hit: about 4.6%.

SMILES	hIAP block	mIAP act	NALP3 yeast inh	A3G deaminase	TIM10 inh	mIAP block	MIN6 prolif	APOBEC3A inh	tim10-1 inh
COc1cccc(N=Nc2ccc(O)c3ncccc23)c1	12	0.78	38	1	38	22	-4	6	-23
O=C1CCN(Cc2ccc(Br)cc2)CCN1[C@H](CO)c1ccccc1	8	0.9	-2	-10	-2	10	11	-1	10
Cc1ccc(C(=O)O/N=C\c2ccc(N3CCOCC3)c([N+](=O)[O-])c2)cc1	4	0.9	25	0	13	10	0	-5	9
CCS(=O)(=O)Nc1ccc(-c2nc3cccnc3s2)cc1	-3	1.2	20	-11	5	-19	-3	-6	21
COC(=O)[C@@]12CCCCN1[C@H](c1ccc(-c3ccc(C(C)=O)cc3)c(OC)c1)[C@@H]1C(=O)N(C)C(=O)[C@@H]12	-14	1	13	-12	-10	-4	-2	-3	9
COc1ccc(N(CC(=O)N/N=C/c2cc(Br)c(C)o2)S(=O)(=O)c2ccc(NC(C)=O)cc2)cc1	19	0.85	-4	-7	-1	14	-1	1	18
CCOC(=O)C1CCCN(S(=O)(=O)c2ccc(S(=O)(=O)N(CC)CC)cc2)C1 (stereo not drawn)	11	0.98	13	-5	18	2	-6	1	19
N#C/C(=C\c1ccccc1OCc1ccc(C(=O)O)cc1)C(=O)Nc1ccc(O)cc1	-14	0.91	10	-2	12	9	3	-1	10
O=C(CN(C(=O)CCC(=O)Nc1nccs1)c1cccc(F)c1)NCCc1ccccc1	-6	0.94	19	-10	14	6	3	-3	-17
Cc1cccc(NC(=O)CN2CCN(C(=O)c3cccc(-n4cnnn4)c3)CC2)c1C	-14	0.99	12	-9	-6	1	1	6	-8
Cn1ncc(Br)c1C(=O)N/N=C/c1ccc(OS(=O)(=O)c2ccccc2)cc1	0	0.96	9	-2	35	4	-3	-2	45*
Cc1ccc(C(C(=O)NC2CCCCC2)N(C(=O)CCCC(=O)Nc2ccccn2)c2ccc3c(c2)OCCO3)cc1 (stereo not drawn)	7	1	17	-4	-7	-1	-3	1	-1
COc1ccccc1C(C)NCC(=O)NC(=O)NCc1ccco1 (stereo not drawn)	4	1	14	0	7	-2	2	4	-3
CC(Sc1cccc[n+]1[O-])C(=O)Nc1cccc(S(=O)(=O)N2CCOCC2)c1 (stereo not drawn)	-16	1	23	-1	-16	-1	0	0	19
COC(=O)N/N=C/c1cn(CCCOc2ccccc2)c2ccccc12	-10	1.1	8	0	7	-5	0	2	6
O=C(CNc1ccccc1-c1ccccc1)NCc1ccccc1	-23	1.1	2	-7	4	-9	-2	-7	8
O=C(C(=O)N1CCN(Cc2ccc3c(c2)OCO3)CC1)c1c[nH]c2ccccc12	-21	1.1	-5	-5	0	-7	3	-2	19
CCCCN(C(=O)c1ccc(Cl)c(S(=O)(=O)N2CCOCC2)c1)c1c(N)n(CCC)c(=O)[nH]c1=O	-8	1	2	1	6	-2	-3	5	6
COC(=O)c1sc2nc(CSc3nc4ccc(C)cc4[nH]3)[nH]c(=O)c2c1C	-9	0.87	20	-4	-6	13	-2	1	2
CCN1CCN(c2ccc(S(=O)(=O)N3CCCCC3)cc2NC(=O)c2cccc(NC(C)=O)c2)CC1	2	0.98	2	-9	-9	2	-5	4	-12
Cc1ccc(-n2ncc(C(=O)Nc3ccc(Cl)cc3)c2C2CCNCC2)cc1C	-17	1.4	3	-7	-8	-35	-5	-3	26
CC1CCN(c2c(NCc3ccc(C(=O)N4c5ccccc5CC4C)cc3)c(=O)c2=O)CC1 (stereo not drawn)	11	1.1	9	-5	-4	-7	-1	-3	6
CC(C)CNc1nc(SCC(=O)Nc2ccccc2)nc(N2CCOCC2)n1	-13	1.3	-16	-10	-9	-26	-3	0	13
CCCC(=O)N(Cc1cc(=O)[nH]c2ccccc12)c1ccc(OC)cc1	11	0.98	10	-8	5	2	-1	-3	6
Nc1nnc(Cc2ccccc2F)s1	-11	0.97	11	-7	13	3	-1	-4	-7
Cc1ccccc1COC(=O)c1nn(-c2ccccc2)nc1N	-11	0.92	18	-7	35	8	-3	1	21
CCOC(=O)c1sc2nc(C)cc(C)c2c1N	14	1	7	-14	13	-2	-1	-3	22
CC1=NN(/C(=N\c2nnc(C)s2)Nc2ccc(C(C)(C)C)cc2)[C@H](c2ccc(C)cc2)S1	-8	0.98	12	2	52*	2	-6	6	34
O=C(COc1ccc2ccccc2c1)NNC(=O)Cc1cccc2ccccc12	-1	0.91	23	-1	-19	10	-2	2	2
COc1ccccc1NS(=O)(=O)c1cc(NC(=O)c2sc3cc(Cl)ccc3c2Cl)ccc1C	-13	0.99	2	-4	3	0	0	-3	5

Retrieved by compound from the list above:
SMILES	hIAP block	mIAP act	NALP3 yeast inh	A3G deaminase	TIM10 inh	mIAP block	MIN6 prolif	APOBEC3A inh	tim10-1 inh
CCN1CCN(c2ccc(S(=O)(=O)N3CCCCC3)cc2NC(=O)c2cccc(NC(C)=O)c2)CC1	2	0.98	2	-9	-9	2	-5	4	-12
COC(=O)c1sc2nc(CSc3nc4ccc(C)cc4[nH]3)[nH]c(=O)c2c1C	-9	0.87	20	-4	-6	13	-2	1	2

Additional compounds follow.
SMILES	hIAP block	mIAP act	NALP3 yeast inh	A3G deaminase	TIM10 inh	mIAP block	MIN6 prolif	APOBEC3A inh	tim10-1 inh
CCN1CCCc2cc(CN(CCN3CCOCC3)C(=S)Nc3ccc(OC)c(Cl)c3)ccc21	2	1	20	-10	-19	-4	-3	-3	1
O=C(c1ccco1)N1CCN(c2ccc([N+](=O)[O-])cc2F)CC1	4	0.88	19	-2	12	12	-3	-3	12
CN1CCC(N(C)S(=O)(=O)c2ccc(NC(=O)Cc3ccc(F)cc3)cc2)CC1	16	1.1	12	1	7	-12	2	9	-5
CCC(C(=O)NC1CCCC1)N(Cc1ccc2c(c1)OCO2)C(=O)c1snc(C(N)=O)c1N (stereo not drawn)	0	1.1	4	5	7	-8	-2	3	15
COc1cccc(NC(=O)c2cc3ccccc3oc2=O)c1	-17	0.98	6	-6	-6	2	-4	-3	-4
Cn1cccc1-c1cc(C(=O)N2CCc3c([nH]c4ccccc34)C2c2ccccn2)[nH]n1 (stereo not drawn)	-15	1.2	5	-12	-1	-16	-5	-6	15
Cc1ccc(NC(=O)Cc2n[nH]c(=O)c3ccccc23)cc1S(=O)(=O)N1CCCCCC1	4	0.97	12	-7	3	3	-4	3	-9
COc1ccc(S(=O)(=O)NCCCN2CCOCC2)c2ccccc12	-11	1.1	6	-1	1	-6	-4	1	4
CCOC(=O)C1C(=O)CC(C)(O)C(C(=O)OCC)C1c1ccccc1 (stereo not drawn)	0	1	2	0	12	-2	0	1	14
CC(C)Oc1ccc(C(=O)NCC(=O)N2CCN(S(=O)(=O)/C=C/c3ccccc3)CC2)cc1	7	0.95	-1	-7	12	5	4	-1	13
COc1nc(/C(N)=N/O)nc(N2CCCCC2)n1	3	1	-1	-4	10	-3	-1	0	11
Cc1ccc(-c2nc3nc4ccccc4nc3n2Cc2ccco2)cc1	3	0.88	-6	-2	29	12	-2	-2	4
COc1cc(C(CCN2CCOCC2)c2c(OC)cc(OC)c3c2OC(=O)CC3c2ccc(N(C)C)cc2)cc(OC)c1OC (stereo not drawn)	-1	1.2	-20	-8	-7	-20	1	-5	7
Cc1nc(CCNS(=O)(=O)c2cccnc2)cs1	0	1.1	7	-10	-1	-7	-2	-2	7
O=C(COc1cccc(Cl)c1)NCC(c1cccs1)N1CCOCC1 (stereo not drawn)	2	0.99	10	4	5	1	1	0	25
COc1ccc(CCNC(=O)c2ccc3ccccc3n2)cc1	1	0.92	52*	-5	2	8	-1	-1	-30
CSc1nc2ccccc2n1CC(=O)Nc1c(C)cccc1C	-6	1.1	13	-5	-8	-8	-4	-1	11
CN(Cc1ccc(F)cc1)C(=O)CNC(=O)c1ccc2c(c1)OCO2	1	1.1	23	5	-7	-12	-4	5	2
OC(COC(c1ccc(Cl)cc1)c1ccc(Cl)cc1)CN1CCCC1 (stereo not drawn)	2	0.98	32	5	22	2	-5	2	17
O=c1c(-c2nc3ccccc3s2)cccn1Cc1ccc(Cl)cc1	8	1	19	-4	5	-2	-4	0	25
Cc1ccc(Cn2nnc3c(=O)n(CC(=O)NCc4ccco4)cnc32)cc1	16	0.93	13	-7	13	7	-1	0	17
O=C(COC(=O)[C@H](Cc1ccccc1)NC(=O)c1cccs1)NC1CC1	0	1	-15	-4	6	-4	3	2	-4
c1ccc(OCc2nnc3n2N=C(c2ccccc2)CS3)cc1	-8	0.96	0	38	12	4	-1	4	2
O=C1c2oc3ccccc3c(=O)c2C(c2ccccn2)N1Cc1ccccc1 (stereo not drawn)	-27	1	13	-2	-1	-1	-2	1	13
COc1cccc(-c2nc(CS(=O)(=O)CC(=O)NCc3ccccc3OC)c(C)o2)c1	8	1.1	8	-13	14	-8	-5	-4	22
CC(=O)NCc1nc2ccccc2n1Cc1ccccc1F	9	0.93	6	0	8	7	-2	3	6
COc1ccc(/C=C2\Oc3cc(OCC(=O)N4CCC[C@H]4C(=O)O)ccc3C2=O)c(OC)c1	12	1	-13	-9	-7	-4	0	-3	-10
O=C(O)/C=C\C(=O)Nc1ccc(N2CCN(c3ccc(F)cc3)CC2)cc1	10	0.92	14	-5	10	8	-3	3	-4
O=C(CSc1ccc2nnc(-c3ccc(Cl)cc3)n2n1)N1CCCc2ccccc21	-12	1	7	-8	7	-5	-3	-2	9
Cc1cc(NC(=O)c2ccc(F)cc2F)n(-c2nc3ccccc3[nH]2)n1	-64	0.93	8	-3	-21	7	-1	-6	31
[O-][n+]1onc2c3cc(-c4ccccc4)nnc3ccc21	3	1.1	26	-2	0	-9	-3	-1	-8
COc1cc(/C=C/C(=O)OCC(=O)Nc2ccc(NC(C)=O)cc2)cc(S(=O)(=O)N2CCc3ccccc32)c1OC	9	0.91	9	-8	21	9	0	-2	13
CCCCCCc1ccc(-c2ncc(N)cn2)cc1	20	0.94	32	-4	4	6	-3	3	39
O=C(CSc1nc(O)cc(=O)n1-c1ccccc1)Nc1ccccn1	-10	0.98	8	-3	3	2	-1	3	9
COc1ccc(/C=N/NC(=O)c2[nH]c3ccc(Cl)cc3c2-c2ccccc2)c(C(=O)O)c1OC	-9	0.79	6	-9	15	21	-5	-3	13
O=C(COC(=O)c1cc[n+]([O-])cc1)NCc1ccccc1Cl	4	1.1	12	-6	-12	-15	-3	0	-25
CC(=O)c1ccc(NC(=O)c2cn(-c3ccccc3)nc2-c2ccncc2)cc1	-11	1	10	0	-9	-4	-2	-5	-8
CC(C)CC(=O)O/N=C1\C(=O)N(c2ccccc2)c2ccccc21	-5	1	20	-7	50*	-3	-1	-5	63*
CCOC(=O)c1cc(C)[nH]c1C	-22	1	22	-1	-22	-1	2	4	-1
COc1ccc(NC(C)=O)cc1NC(=O)CN1CCN(C(=O)c2ccco2)CC1	-18	0.96	7	-1	1	4	1	0	8
CCOC(=O)c1ccc(Cn2c(-c3ccccc3)nnc2-c2ccccc2)o1	10	1.1	24	-4	-8	-6	-1	-5	22
